# From PubChem
# zfTRPN1 agonist – zebrafish TRPN1 channel agonists, primary screen, cell-based, HEK293, calcium fluorescence; HEK293 zebrafish TRPN1-YFP, Fluo-8 calcium fluorescence; 100% = response to 87 µM carbachol; activation, % at 3 µM; actives 0.18% (n = 220,000); AID 1424, 2008;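 active = activation above its plate's cutoff, the mean activation of test wells on that plate plus 3 SD, cut at about 19% in these data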;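 note: 0% = DMSO alone and 100% = 87 µM carbachol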
#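 System: zebrafish TRPN1-YFP in HEK293 cells / Dosing: 3 µM single point / Timing: dye loading 1 h at 37 °C, then 30 min room temperature / Signal: Fluo-8 calcium fluorescence, excitation 470-495 nm, emission 515-575 nm / Read-out basis: percent activation from peak over basal fluorescence ratio, control-normalized / Control set: high carbachol 87 µM, low DMSO alone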
# TRPML3 ag – human TRPML3 channel agonists, primary screen, cell-based, HEK293 TRPML3-YFP, Fluo-8 calcium fluorescence, 3 µM. 100% = the carbachol control signal. activation, % at 3 µM. actives 0.29% (n = 220,000). AID 1448, 2008;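 active = activation above its plate's cutoff, the mean activation of the plate's test wells plus 3 SD, cut at about 12% in these data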;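 note: 0% = DMSO only wells and 100% = carbachol wells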
#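 Test system: HEK293 cells stably carrying human TRPML3-YFP; Doses: single dose, 3 µM final nominal compound, 0.3% DMSO final; Schedule: dye loading 1 h 37 °C then 30 min ambient, 125 s read; Technique: Fluo-8 calcium fluorescence; Benchmarks: high control carbachol 87 µM, low control DMSO.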
# 14-3-3 Bad PPI – inhibitors of 14-3-3 zeta/Bad binding, primary screen, biochemical, TR-FRET, bovine 14-3-3 zeta; TR-FRET 14-3-3zeta/Dy647-pBad peptide displacement, 1 h; inhibition, % at 21.7 µM; 14-3-3 protein zeta/delta (Bos taurus), P63103; actives 0.71% (n = 220,000); AID 781, 2007;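 active = inhibition above about 70%, limit read from the data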;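 note: 0% = full 14-3-3 plus peptide FRET controls and 100% = background without 14-3-3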
# Target sequence (P63103 whole entry, looked up): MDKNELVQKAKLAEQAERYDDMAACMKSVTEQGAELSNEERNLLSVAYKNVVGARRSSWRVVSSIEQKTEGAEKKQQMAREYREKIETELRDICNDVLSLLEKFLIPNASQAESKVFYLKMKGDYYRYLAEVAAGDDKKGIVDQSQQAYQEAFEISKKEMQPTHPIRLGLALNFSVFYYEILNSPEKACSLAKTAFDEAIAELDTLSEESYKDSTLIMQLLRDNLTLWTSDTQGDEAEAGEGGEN
# EP2 modulator – EP2 receptor modulators, cAMP readout, primary screen, cell-based, HTRF cAMP, PGE2 stimulation. AID 940, 2007. Prostaglandin E2 receptor EP2 subtype (Homo sapiens), P43116. EP2-expressing cells, cAMP HTRF FRET, PGE2 co-stimulation. induction, % at 25 µM. actives 0.83% (n = 260,000);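 active = compounds whose cAMP rise, as percent of the full-agonist control response, exceeds 60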;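 note: rat C6 glioma line stably carrying human EP2 under a CMV promoter; the protocol text gives 20 µM as final concentration; 100% = response of wells given 1 µM PGE2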
# Target sequence (P43116 whole entry, looked up): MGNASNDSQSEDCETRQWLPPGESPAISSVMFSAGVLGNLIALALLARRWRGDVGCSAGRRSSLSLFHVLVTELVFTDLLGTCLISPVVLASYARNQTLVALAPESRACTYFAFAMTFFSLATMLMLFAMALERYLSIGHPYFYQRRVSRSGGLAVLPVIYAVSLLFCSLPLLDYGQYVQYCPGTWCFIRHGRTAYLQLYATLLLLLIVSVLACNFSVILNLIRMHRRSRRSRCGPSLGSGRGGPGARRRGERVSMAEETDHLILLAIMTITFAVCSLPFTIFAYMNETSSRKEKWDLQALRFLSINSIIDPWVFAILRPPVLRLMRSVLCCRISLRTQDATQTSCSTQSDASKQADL
# NPY Y1 blocker – NPY-Y1 receptor antagonists, primary screen, cell-based; Neuropeptide Y receptor type 1 (Homo sapiens), P25929; HEK293-CNG Y1 cells, membrane potential fluorescence; NPY at EC95, then isoproterenol; inhibition, % at 3.6 µM; actives 1% (n = 200,000); AID 1040, 2008;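 active = inhibition above the campaign mean inhibition of all tested compounds plus 3 SD, cut at about 20% in these data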;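 note: 0% = DMSO wells given NPY plus isoproterenol and 100% = isoproterenol alone without NPY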
# Target sequence (P25929 whole entry, looked up): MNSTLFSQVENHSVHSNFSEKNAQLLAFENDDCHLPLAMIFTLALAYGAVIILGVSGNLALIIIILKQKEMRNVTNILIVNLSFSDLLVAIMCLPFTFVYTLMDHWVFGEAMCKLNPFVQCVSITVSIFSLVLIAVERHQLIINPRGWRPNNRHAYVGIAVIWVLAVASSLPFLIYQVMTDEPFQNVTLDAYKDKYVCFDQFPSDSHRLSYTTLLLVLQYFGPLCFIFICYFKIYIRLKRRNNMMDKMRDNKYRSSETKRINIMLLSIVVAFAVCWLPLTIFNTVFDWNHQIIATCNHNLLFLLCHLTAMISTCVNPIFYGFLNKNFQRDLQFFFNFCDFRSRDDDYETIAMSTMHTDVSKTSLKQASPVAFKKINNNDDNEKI
#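 Assay system: HEK293 Y1/CNG channel cell line; Doses: single compound dose of 3.6 µM, 0.4% DMSO; Timing: dye 3 h, compound 60 min room temperature, stimulation 45 min; Technique: Membrane-potential fluorescent dye readout; Measure: % inhibition of NPY effect.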
# PGE2 EP2 inh – human EP2 receptor antagonists, primary screen, TR-FRET cAMP, C6 glioma cells | Prostaglandin E2 receptor EP2 subtype (Homo sapiens), P43116 | actives 0.52% (n = 260,000) | C6 glioma cells expressing human EP2; cells stimulated with saturating PGE2 | inhibition, % at 25 µM;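 active = percent inhibition above 40 after rounding to a whole number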;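 note: rat C6 glioma host cells with rolipram phosphodiesterase inhibitor present; the protocol text gives 20 µM as final concentration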
# NPY1 pot ag – NPY-Y1 receptor potentiators or agonists, primary screen, cell-based; Neuropeptide Y receptor type 1 (Homo sapiens), P25929; AID 1304, 2008; NPY-Y1 expressing cells, potentiator/agonist activation; activation, % at 3.6 µM; actives 0.37% (n = 220,000); in the data active = activation above about 33%, passing the limit was not always enough;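 note: cells stimulated with NPY at EC10 then isoproterenol at EC100; 0% = low agonist plus stimulus and 100% = saturating agonist plus stimulus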
# CHOP inhibitor – inhibitors of CHOP promoter induction, primary screen, cell-based, unfolded protein response, luciferase reporter; CHO-K1 CHOP-promoter luciferase, tunicamycin-induced, 15-18 h; inhibition, % at 10 µM; actives 3.8% (n = 220,000);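 active = compounds that reduced the stress-induced luciferase reporter signal by more than about 70% of percent inhibition, limit read from the data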;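 note: 0% = tunicamycin plus vehicle and 100% = wells without tunicamycin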
# PPC-1+TRAIL kill – compounds killing PPC-1 cancer cells with TRAIL present, primary screen, TRAIL potentiator project, ATPLite luminescence, uHTS | PPC-1 cells + TRAIL, ATPLite viability luminescence | AID 1443, 2008 | cell killing (% activity), % at 4 µM | actives 0.41% (n = 220,000);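 active = cell killing above 50% in the first pass at 4 µM, then a duplicate retest at 5 µM averaging 50% or more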;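 note: plate controls were cells with TRAIL plus DMSO for no effect and medium-only wells lacking cells for full effect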
# * hit, by the source's call; nt = not tested or not shown; & = joins results of further samples; [ ] = dose if it differs, or a comment. Only part of the results is shown; rates above refer to the full screens.
SMILES,zfTRPN1 agonist,TRPML3 ag,14-3-3 Bad PPI,EP2 modulator,NPY Y1 blocker,PGE2 EP2 inh,NPY1 pot ag,CHOP inhibitor,PPC-1+TRAIL kill
O=C(CCc1ccccc1)N1N=C(c2ccncc2)CC1(O)C(F)(F)F (centres undefined),1.3,0.8,-12,-25,1,11,14,22,12
C#CCOCCOCCOCCNc1nc(N2CCN(C(=O)[C@H](CCC(=O)O)n3cc(C(N)CC(C)C)nn3)CC2)nc(N2CCN(C(=O)[C@H](Cc3cc4ccccc4[nH]3)n3cc(C(N)CC(C)C)nn3)CC2)n1 (some centres undefined),0.7,0.8,21,9,-2,nt,12,11,4
O=C(COc1ccc(Cl)cc1)NCc1nnc(SCC(=O)NC2CCCC2)o1,0.8,0.7,-9[fluorescence artefact?],18,4,nt,13,-5,7
CN(C)CCn1c(=S)[nH]c2ccccc2c1=O,1.2,0.9,-4,17,0,8,3,-3,26
Cc1cccc(C2NC(c3cccc(C)c3)C([N+](=O)[O-])C(C)(C)C2[N+](=O)[O-])c1 (centres undefined),-1.2,0.3,-7,8,7,0,-3,26,8
O=S(=O)(NCCSc1ccccc1)c1ccc(F)cc1,-2.1,-0.3,-1,0,2,4,-23,91*,-2[5 µM]
CC(C)CCNC(=O)CCS(=O)(=O)c1cccc2nonc12,0.5,0.3,-10[fluorescence artefact?],-9,-1,8,1,-3,30
CCOc1ccccc1Nc1nnc(SCC(=O)Nc2nc(-c3ccc(OC)cc3)cs2)s1,-0.3,-0.6,-17,-6,-1,8,16,33,41
CCC(=O)Nc1ccc(C(=O)N2CCN(C(=O)c3ccco3)CC2)cc1,0.2,0.7,-2,-30,0,7,14,22,11
O=S(=O)(CC(CN1CCOCC1)N1CCOCC1)c1ccccc1 (centres undefined),0.9,0.4,-3,11,10,2,4,2,-23
O=CNC(=O)c1ccccc1C(=O)O,-0.5,0.7,2,10,0,5,-29,9,-8
CN(C)C(=S)SCC(=O)NCc1ccc(F)cc1,-1.9,0.1,-5,-17,-1,4,-12,-3,-1
O=Cc1ccc(-c2ccc(Cl)cc2Cl)[nH]1,-2.9,-1.9,2,7,-4,4,-6,8,-6
COc1cc(C(=O)Oc2ccc3c(c2)OCC3=O)cc(OC)c1OC,0.1,0.6,9,-1,-2,11,8,21,24
CCNc1nc2ccccc2[nH]1,-0.8,-0.3,-9[fluorescence artefact?],1,-5,12,6,-10,-1
FC(F)(F)c1cccc(NC(=S)N2CCN(c3ccccc3)CC2)c1,1.2,0.7,-10,-12,1,8,3,80*,3
Cc1cc(C(=O)Nc2ccc(S(=O)(=O)Nc3onc(C)c3C)cc2)c(C)o1,-0.9,0.6,-9[fluorescence artefact?],11,1,8,-23,8,35
CCOc1ccc(CCN2C(=O)c3cccnc3C2=O)cc1OCC,1.1,1.2,-13,13,3,6,3,-6,-6
Cn1c(=O)c2c(nc(N/N=C/c3cccs3)n2Cc2ccc(Br)cc2)n(C)c1=O,0.0,1.0,-6,-3,0,2,-1,80*,20
CC(C)NC(=O)CSc1nc2[nH]ncc2c(=O)[nH]1,0.8,0.3,-3,8,0,4,-4,-28,8

# 3 compounds from above, sorted by SMILES length, high to low:
SMILES,zfTRPN1 agonist,TRPML3 ag,14-3-3 Bad PPI,EP2 modulator,NPY Y1 blocker,PGE2 EP2 inh,NPY1 pot ag,CHOP inhibitor,PPC-1+TRAIL kill
CCC(=O)Nc1ccc(C(=O)N2CCN(C(=O)c3ccco3)CC2)cc1,0.2,0.7,-2,-30,0,7,14,22,11
CC(C)NC(=O)CSc1nc2[nH]ncc2c(=O)[nH]1,0.8,0.3,-3,8,0,4,-4,-28,8
CCNc1nc2ccccc2[nH]1,-0.8,-0.3,-9[fluorescence artefact?],1,-5,12,6,-10,-1

# Continuation.
SMILES,zfTRPN1 agonist,TRPML3 ag,14-3-3 Bad PPI,EP2 modulator,NPY Y1 blocker,PGE2 EP2 inh,NPY1 pot ag,CHOP inhibitor,PPC-1+TRAIL kill
O=C(CSCCO)Nc1ccccc1,-0.5,0.7,3,3,-4,10,12,-32,3
CCCCCNC(=O)c1ccc2c(=O)n(CC3CCCO3)c(=S)[nH]c2c1 (centres undefined),-0.7,0.9,-6,-23,3,4,-2,10,-5
COc1ccc(CCn2c(N3CCN(C)CC3)nc3c2c(=O)[nH]c(=O)n3C)cc1,-0.6,-0.1,-3[fluorescence artefact?],9,1,24,16,12,2
O=C(NC1CCCc2ccccc21)c1cccc(Br)c1 (centres undefined),-1.7,-1.4,-9,-69,3,14,-21,31,3
Cc1ccc(S(=O)(=O)N2N=C3CCCCC3C2(O)C(F)(F)F)cc1 (centres undefined),-0.1,0.2,1,6,1,4,14,4,-4
CN(C)c1oc(-c2ccco2)nc1C#N,-0.8,0.0,30,41,5,9,-7,-6,5
COc1ccc(C(N)=O)cc1NC(=O)CC(O)(C(F)(F)F)C(F)(F)F,0.1,0.0,5,-4,8,1,-23,3,-5
COc1ccc(C2=NOC(COC(=O)c3ccc4ccccc4n3)C2)cc1 (centres undefined),3.1,1.4,-4[fluorescence artefact?],-18,-3,0,-37,28,21
C#CCSc1nnc(-c2ccccc2)c(=O)[nH]1,0.9,-0.6,7,20,-1,10,-5,21,-1
COc1ccc(OCC(=O)NCc2cccnc2)cc1,-0.3,-0.4,5,1,-1,nt,16,10,-13
Cc1ccc(C)c(NC(=S)NCc2cccn2C)c1,-1.5,0.1,-10[fluorescence artefact?],-10,1,nt,-20,13,17
C/C(=N\N1CCN(C2c3ccccc3-c3ccccc32)CC1)c1cccnc1,-0.3,-0.6,-6,47,3,9,3,17,1
COc1ccc(CNC(=O)Cc2csc(Nc3nc(=S)[nH]c4ccccc34)n2)cc1,0.9,-1.1,9[fluorescence artefact?],8,7,nt,-26,-9,-19
O=C(Cc1ccccc1)NCC(=O)OCC(=O)c1ccccc1Cl,1.7,0.5,1,36,3,6,1,28,27
CC(C)N(Cc1ccccc1)CC(O)COc1ccc(S(=O)(=O)N2CCOCC2)cc1Cl (centres undefined),0.7,-0.9,0,-40,-2,8,15,11,20
CC(C)NC(=O)COc1ccccc1C#N,0.5,0.6,-2,26,-2,6,-11,0,6
N#CC1=C(S)N(c2ccc(F)cc2)C(c2cccs2)NC1=O (centres undefined),1.1,1.2,-8,14,4,11,-19,14,18
Fc1c(F)c(F)c(N=Cc2ccc3ncccc3c2)c(F)c1F,0.7,0.3,-15,-11,-1,7,1,13,37
CC(=O)c1ccc(Nc2c3c(c(C#N)c4nc5ccccc5n24)CCC3)cc1,-0.5,-0.6,10,9,1,7,-5,-13,28
CCC(C)Nc1nc(-c2ccc3c(c2)NC(=O)CO3)cs1 (centres undefined),0.0,-0.1,81*,-29,3,1,-10,18,-6
Cc1noc(N)c1C(=O)Nc1ccc(F)c(Cl)c1,1.0,-0.5,-2,15,-3,17,-1,36,13
CSc1cccc(NC(=S)NN(C)C)c1,0.9,0.3,2,-17,nt,17,19,40,9
O=S(=O)(Nc1cccc2ccccc12)N1CCCC1,-0.6,-0.2,-4,19,6,11,-23,18,12
Cc1cc(C(=O)NCc2cc(C(=O)O)oc2C)c(C)o1,0.4,0.4,6[fluorescence artefact?],35,9,12,0,41,26
Cc1ccc(NC(=O)CNCc2ccccc2)c(Br)c1,1.3,1.3,-16,-15,2,3,8,-17,-13
COC(=O)C1=C(C)N(c2ccc(F)cc2)C(=O)C1,0.6,0.2,6,27,10,16,-7,5,-5
Cc1cc(C)c(C#N)c(SCc2[nH]nc3c2C(c2ccccc2)C(C#N)=C(N)O3)n1 (centres undefined),1.1,0.8,-8[fluorescence artefact?],-14,5,7,4,14,9
COc1ccc(CCN(Cc2nc3ccccc3c(=O)[nH]2)C(=O)c2ccco2)cc1OC,3.6,0.7,nt,11,0,16,9,56,18
Cc1cccc(OCCCC(=O)Nc2ccccc2C(F)(F)F)c1,-2.2,-1.9,-9,-47,4,7,-22,-4,-9
CC1CCCCN1Cc1ccc(N(C)C)cc1 (centres undefined),0.2,0.0,-3,-4,4,8,7,24,9
O=C(CSc1nnc(-c2ccccc2Cl)o1)N1CCCCC1,0.7,0.1,-2,-5,-2,10,0,-21,9
CN1CCN(C2=CC3=CC(=C(C#N)C#N)CCC3CC2)CC1 (centres undefined),617*,329*,-25,-39,-7,7,5,6,30
Nc1ccc(C(=O)N/N=C\c2cc(N=Nc3cccc4ccccc34)ccc2O)cc1,-0.5,-0.2,77*[fluorescence artefact?],-5,-12,4,16,66,31
O=C(c1ccc(Cl)cc1)N1CCC(c2nc(-c3cccs3)no2)CC1,1.3,-0.1,9,-10,-1,5,0,42,11
Cc1nc(N)sc1C(=O)N/N=C/c1cccnc1,-0.2,0.2,-8,-11,2,8,19,4,6
CCCc1c(OCCCCc2nn[nH]n2)ccc(C(C)=O)c1O,2.0&0.6,0.6&0.8,-9&-1,47,0&1,14,0&-10,6&0,16&-3
COC(=O)C1=C(C)N(c2ccc(Cl)cc2)/C(=C/c2ccc(O)cc2)C1=O,-0.8,0.6,-13,-21,-3,16,8,-8,4
O=C(O)c1ccc(-n2nnnc2Oc2cccc3cccnc23)cc1,0.6,0.7,1[fluorescence artefact?],20,4,8,6,11,0
CCOP(=O)(OCC)C(Nc1cccc([N+](=O)[O-])c1)c1ccc(N(C)C)cc1 (centres undefined),-1.2,-0.1,-4,12,nt,9,3,-23,1
Cc1ccccc1Nc1ncc(C#N)c(N)n1,-0.8,0.8,7,6,nt,8,10,1,7
CN(CC(=O)Nc1ccccc1N1CCOCC1)S(=O)(=O)c1ccc(Cl)cc1,-0.1,0.6,7,2,10,21,2,1,1
CCOC(=O)c1c(C)c(C(=O)NCc2cccs2)c(C)n1CC,-0.2,-0.5,3,5,-3,-4,-5,45,6
Cc1ccccc1OC1=NS(=O)(=O)c2ccccc21,2.2,0.9,37,-42,8,15,13,0,-7
Cc1ccc(Sc2nc3c(c(=O)[nH]c(=O)n3C)n2CCc2ccccc2)cc1,0.7,0.5,16,50,7,11,12,95*,13
COc1ccc(NC(=S)N(CCCN2CCCC2)Cc2ccco2)cc1,0.9,0.8,-11,22,-2,8,7,-12,-16
Cc1nn(C)cc1CNC(=O)c1cccc(Cl)c1,-0.3,0.2,-12[fluorescence artefact?],18,-2,4,6,10,14
